# Assay outcomes deposited in PubChem by National Center for Advancing Translational Sciences (NCATS).
# APEX1 inh = blocks human APE1 abasic DNA cleavage; P27695; recombinant APE1, TAMRA/BHQ-2 abasic DNA cleavage fluorescence; Potency, µM (titrated, usually from 65.8 µM), inactives show at the top dose activity change, negative = inhibition, hits mostly inhibitors; hit rate 0.35% among 350,000; AID 2517;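 note: plate controls were vehicle for no effect and reference inhibitor for full effect; nearly all actives have a fitted effect of over 55% in size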
#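 Activity was derived from the fluorescence gain between first and third kinetic reads (60 s intervals, ex 525/em 598 nm) after 50 nM THF-abasic TAMRA/BHQ-2 duplex was added to 0.75 nM APE1 preincubated 15 min with compound.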
# Anesthetic bind = candidate novel general anesthetic via apoferritin binding; apoferritin/1-aminoanthracene competitive binding, fluorescence; Potency, µM (top dose mostly 77.5 µM), for inactives: at the highest dose activity change, negative = displacement, hits mostly inhibitors; hit rate 0.074% among 350,000; P02791; note: % is set by controls: 0 for no effect and ±100 for the full control effect; nearly all actives have a fitted effect of over 20% in size
# Target sequence (P02791 2-175 limits assumed): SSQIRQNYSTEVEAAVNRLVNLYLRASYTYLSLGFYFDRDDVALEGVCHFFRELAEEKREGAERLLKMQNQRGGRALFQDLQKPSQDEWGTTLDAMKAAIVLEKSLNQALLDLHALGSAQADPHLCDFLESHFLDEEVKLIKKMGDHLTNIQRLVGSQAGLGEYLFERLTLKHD
#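 10 uM apoferritin + 50% sat. 1-AMA, PBS; cpd 10 min RT; Ex380/Em535 endpoint; normalized to free probe vs complex; 4-param Hill fit; propofol titration as pos. ctrl.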
# G9a block = inhibitors of human histone lysine methyltransferase G9a; Q96KQ7; G9a H3K9 monomethylation, AlphaScreen, 2 h; Potency, µM (titrated, usually from 102 µM), inactives show at the highest dose activity, negative = inhibition, usual class: inhibitors; hit rate 8.8% among 350,000; AID 504332; note: % is set by controls: 0 for no effect and ±100 for the full control effect; nearly all actives have a fitted effect of over 75% in size
#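 AlphaScreen detection with an anti-monomethyl H3K9 antibody quantified product after a 2 h room-temperature reaction containing 500 nM biotinylated H3K9 peptide, 20 µM SAM and 20 nM enzyme, which had been preincubated 15 min with compound.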
# POLI inh = DNA polymerase iota (human) inhibition; Pol iota fluorescent replication assay, 10 min; Potency, µM (doses to about 115 µM), without a hit: at the top dose activity, negative = inhibition, actives largely listed as inhibitors; hit rate 1% among 390,000; AID 588590
#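 Fluorescent replication assay read twice, at 0 min and 10 min after adding 50 nM (final) substrate. Enzyme (10 nM) and compounds were first incubated 15 min at room temperature; enzyme-free buffer wells were negative controls.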
# BLM helicase inh = blocks DNA unwinding by human BLM helicase; P54132; hit rate 0.2% among 350,000; recombinant BLM DNA unwinding, fluorescence dequenching; Potency, µM (top dose mostly 56.1 µM), inactives show at the top dose activity change, negative = inhibition, actives largely listed as inhibitors;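 note: plate controls were vehicle for no effect and no enzyme for full effect; nearly all actives have a fitted effect of over 35% in size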
# Pol beta inh = inhibitors of human DNA polymerase beta | P06746 | Pol beta primer extension/strand displacement, fluorescence kinetic | Potency, µM (series often up to 114 µM), inactives show top-dose activity change, negative = inhibition, most hits filed as inhibitors | hit rate 1.3% among 340,000; note: % is set by controls: 0 for no effect and ±100 for the full control effect
#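 Enzyme-only controls used 10 nM Pol beta; buffer lacking enzyme served as negative control. Compound preincubated 15 min, then 50 nM substrate added; 0 and 10 min reads at room temperature.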
# POLK inh = inhibitors of human DNA polymerase kappa; purified Pol kappa, fluorescent DNA synthesis assay, 10 min; Potency, µM (series often up to 107 µM), for inactives: at the top dose activity, negative = inhibition, usual class: inhibitors; Q9UBT6; hit rate 0.53% among 400,000; AID 588579; note: % is set by controls: 0 for no effect and ±100 for the full control effect
# Target sequence (Q9UBT6 whole entry, looked up): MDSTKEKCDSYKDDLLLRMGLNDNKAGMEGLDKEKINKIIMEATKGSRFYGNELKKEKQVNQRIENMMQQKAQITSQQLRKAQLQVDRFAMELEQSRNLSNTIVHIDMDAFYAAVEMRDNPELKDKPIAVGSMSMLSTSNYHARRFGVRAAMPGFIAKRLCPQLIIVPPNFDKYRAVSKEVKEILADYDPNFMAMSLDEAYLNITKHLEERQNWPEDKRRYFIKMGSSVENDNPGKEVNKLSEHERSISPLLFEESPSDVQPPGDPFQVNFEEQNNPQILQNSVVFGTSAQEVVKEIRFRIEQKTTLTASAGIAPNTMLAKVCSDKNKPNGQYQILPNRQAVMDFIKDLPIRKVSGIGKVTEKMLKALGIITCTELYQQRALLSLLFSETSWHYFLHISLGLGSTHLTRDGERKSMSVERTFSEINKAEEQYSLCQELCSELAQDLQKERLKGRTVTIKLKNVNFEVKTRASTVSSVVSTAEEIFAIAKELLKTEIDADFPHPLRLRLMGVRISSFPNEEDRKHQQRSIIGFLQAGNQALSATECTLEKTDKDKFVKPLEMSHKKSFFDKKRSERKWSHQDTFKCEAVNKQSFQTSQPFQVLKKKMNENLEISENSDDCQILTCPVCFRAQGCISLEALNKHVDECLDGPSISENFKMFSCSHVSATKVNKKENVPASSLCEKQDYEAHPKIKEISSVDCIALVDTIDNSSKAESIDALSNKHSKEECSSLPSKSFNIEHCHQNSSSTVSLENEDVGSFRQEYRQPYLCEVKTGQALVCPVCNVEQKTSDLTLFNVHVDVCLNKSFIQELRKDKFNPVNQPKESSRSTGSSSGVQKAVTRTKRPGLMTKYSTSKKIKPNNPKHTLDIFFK
#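 Enzyme at 10 nM met test compounds for 15 min at room temperature. Substrate addition (50 nM final) began the reaction, which was monitored by fluorescence at 0 and 10 min.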
# BAZ2B block = blocks human BAZ2B. Q9UIF8. AlphaScreen BAZ2B-H3K14Ac peptide displacement. Potency, µM (titrated, usually from 114 µM), for the others: at the highest dose activity change, negative = inhibition, actives largely listed as inhibitors. hit rate 4.4% among 360,000. AID 504333; note: % is set by controls: 0 for no effect and ±100 for the full control effect; nearly all actives have a fitted effect of over 60% in size
#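 Inhibition is scored as reduced AlphaScreen emission. The BAZ2B/b-H3(5-23)K14Ac complex (50 nM each) in PBS pH 7.4, 0.01% Tween-20 meets compound (up to 110 uM) for 30 min at RT before bead addition.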
# POLH inh = DNA polymerase eta (human) inhibition | Q9Y253 | recombinant Pol eta, fluorescent DNA replication assay | Potency, µM (highest dose often 114 µM), for inactives: at the top dose activity change, negative = inhibition, usual class: inhibitors | hit rate 1.2% among 390,000; note: % is set by controls: 0 for no effect and ±100 for the full control effect
#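 Pol eta (10 nM) was preincubated with compounds for 15 min at room temperature, after which fluorescent replication substrate (50 nM final) was added to start the reaction. Fluorescence was read kinetically at 0 and 10 min.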
# The depositor's hits bear a star; ? = inconclusive; / = not tested or not shown; & = joins results of further samples; [ ] = another dose, or the depositor's remark. Calls come from the whole dose curve; as a rule, active = well fitted curve in the direction sought with a large enough effect; inconclusive = small, poorly fitted or top-dose-only effect, or another doubt; inactive = no such curve, though single readings can be large; an effect the other way counts as inactive or inconclusive. Potency is the fitted concentration of half-maximal effect.
canonical_smiles | APEX1 inh | Anesthetic bind | G9a block | POLI inh | BLM helicase inh | Pol beta inh | POLK inh | BAZ2B block | POLH inh
O=C(COC(=O)Cn1cnc2ccccc2c1=O)NCC12CC3CC(CC(C3)C1)C2 | 3% | ? | 12%[59 µM] | 3% | 3% | -8% | 0% | -27% | -11%
CCOC(=O)c1sc2nc(C)n(N)c(=O)c2c1C | 1% | -1% | 2% | 4% | -3% | 12% | 4% | -3% | -12%
COC(=O)CCCN1C(=O)NC(c2ccc(-c3ccccc3)cc2)C(C(=O)OCc2ccccc2)=C1C (centres undefined) | 6% | / | / | 18% | / | / | -9% | / | -9%
Cc1cccc(-c2nnc(SCCC(=O)N3CCOCC3)o2)c1 | -8% | -1% | ? | 12% | 1% | -5% | -22% | 25% | 0%
CC(=O)N(C)c1nnc(-c2cnccn2)s1 | -1% | -6% | 17% | 32%[activator] | 0% | 17% | -6% | 10% | -20%
CSc1nc2ccccc2n1CC(=O)N1CCCCC1 | 20% | -7% | 1% | 4% | 2% | 2% | -6% | -7% | -17%
COC(=O)C1=C(C)N(c2ccc(S(N)(=O)=O)cc2)C(=O)C1 | 11% | -5% | ? | 0% | 1% | 17% | -10% | 4% | -7%
CN1C2CCC1CC(NC(=O)c1cc(S(=O)(=O)N(C)C)c(Cl)cc1Cl)C2 (centres undefined) | 29% | / | 6%[59 µM] | ? | / | / | 6% | 11% | -9%
COc1cccc(NC(=O)CSc2ncc3c(n2)-c2ccc(Cl)cc2N(C)S3(=O)=O)c1 | / | -16% | -8%[59 µM] | 7% | -7% | 22% | 13% | -6% | -17%
CCCC[C@@H](NC(=O)[C@@H](Cc1cn(C(=O)OC)c2ccccc12)NC(=O)[C@H](CC(C)(C)C)NC(=O)N1[C@H](C)CCC[C@@H]1C)C(=O)O | -7% | -7% | 21%[59 µM] | / | -1% | / | -2%[60.1 µM] | / | /
Cc1cccc(N2CCN(C(=O)C3COc4ccccc4O3)CC2)c1C (centres undefined) | ? | 8% | 2% | -22% | -16% | ? | -9% | ? | -16%
Cc1ccnc(N2CCCC(C(=O)NCc3cccs3)C2)n1 (centres undefined) | 1% | -10% | -13%[59 µM] | 24% | 0% | 9% | -4% | 1% | -13%
CC(=O)NC(CC(=O)NNC(=O)COc1c(C)cccc1C)c1ccccc1 (centres undefined) | 15% | / | / | 22% | / | / | 2% | / | -14%
O=c1[nH]c(SCc2ccc([N+](=O)[O-])cc2)nc2c1CCCC2 | / | -4% | ? | 22% | -4% | 0% | -4% | 1% | /
O=C(COC(=O)c1ccc(F)c(S(=O)(=O)N2CCCCC2)c1)NCc1ccc(F)cc1 | -4% | -17% | 13% | 16% | -3% | -16% | -6% | / | -19%
COc1ccc(-c2nnn(Cc3ccccc3F)n2)cc1 | 13% | -13% | 14%[59 µM] | 1% | 0% | 0% | 0% | 85%[activator] | -11%
Cc1c(C(=O)NCC(c2ccc(Cl)cc2)N2CCOCC2)oc2ccccc12 (centres undefined) | / | -20% | -7%[59 µM] | -3% | -7% | 7% | -9% | -18% | -25%
CCc1c(C)nc(SCC(=O)Nc2ccc3c(c2)OCCO3)[nH]c1=O | 1% | -11% | -2% | 7% | -3% | 8% | -2% | 5% | -21%
Cc1ccc(NC(=O)C2=CC(c3cccs3)=NS(=O)(=O)N2C)cc1 | 20% | -13%&-10% | 9% | -22%&-20% | -2%&-5% | 1%&-18% | -2%&-10% | -35% | -13%&-12%
CCc1ccc(-c2csc(-c3cc4cc(Br)ccc4oc3=O)n2)cc1 | / | -6% | 71%[activator][59 µM] | 25% | -3% | 2% | -4%[60.1 µM] | 64%[activator] | -18%
CCOc1ccc(C(=O)NCc2nc3cccnc3n2Cc2ccc(F)cc2)cc1OCC | / | -7% | 2%[59 µM] | 29% | 0% | ? | -5%[60.1 µM] | 2% | -16%
CCC1CCCCN1S(=O)(=O)c1ccc(C(=O)Nc2nnc(-c3cccs3)o2)cc1 (centres undefined) | -8% | -6% | 9%[59 µM] | 18% | -1% | 19% | 3% | 0% | 5%
O=C(Oc1ccc2ccc(O)cc2c1)C1CCCCC1 | -6% | ? | -28% | 139%[activator] | -3% | 5% | -13% | -22% | -17%
CCOc1ccc(OCc2cccc(C(=O)N3CCOCC3)c2)cc1 | 0% | -6% | 17%[59 µM] | 33% | 2% | 1% | 10% | -2% | -8%
CSc1cccc(CN2CCN(Cc3ccc(F)c(F)c3)C(CCO)C2)c1 (centres undefined) | -1% | -5% | / | -12% | -4% | ? | -11% | -11% | -19%
CCc1nn(CCCC(=O)Nc2ccc(C)c(C)c2)c(=O)c2cc3occc3n12 | 6% | ? | -18% | 45%[activator] | 2% | 4% | -2% | -25% | -23%
CCN(CC)S(=O)(=O)c1ccc(C(=O)N2CCN(CCN3C(=O)c4cccc5cccc(c45)C3=O)CC2)cc1 | -1% | -2% | 2% | / | 0% | -21% | / | -4% | /
COc1ccc(S(=O)(=O)N2CCC(C(=O)NCCc3ccccc3)CC2)cc1OC | -3% | -5% | 15%[2.33 µM] | 1%[58.9 µM] | -2% | -9% | -4% | 0% | -20%
COC(=O)C(NS(=O)(=O)c1ccc(F)cc1)c1ccccc1 (centres undefined) | 1% | -6% | 5% | -6% | -3% | 108% | -4% | -17% | 5%
Cn1c2c(c(=O)n(C)c1=O)C(c1ccccc1F)C(C#N)=C(N)O2 (centres undefined) | -3% | 2% | 16µM* | ? | 3% | 2% | -15% | -6% | -4%

# The closing 2 compounds of the part before open the next one.
canonical_smiles | APEX1 inh | Anesthetic bind | G9a block | POLI inh | BLM helicase inh | Pol beta inh | POLK inh | BAZ2B block | POLH inh
COC(=O)C(NS(=O)(=O)c1ccc(F)cc1)c1ccccc1 (centres undefined) | 1% | -6% | 5% | -6% | -3% | 108% | -4% | -17% | 5%
Cn1c2c(c(=O)n(C)c1=O)C(c1ccccc1F)C(C#N)=C(N)O2 (centres undefined) | -3% | 2% | 16µM* | ? | 3% | 2% | -15% | -6% | -4%
Cc1cccc(N2CCN(Cc3nc(-c4ccc(F)cc4F)oc3C)CC2)n1 | 0% | -15% | -46% | 46%[activator] | -8% | 16% | 2% | ? | -10%
O=C(/C=C/c1ccccc1)c1cc(Br)ccc(=O)c1O | ? | -23% | 13µM* | 3.2µM* | -19% | ? | 40µM* | 45µM* | ?
O=S(=O)(Cc1ccccc1Cl)N1CCCC1 | 6% | -12% | -18% | 16% | -3% | 8% | -18% | ? | 7%
CCOc1ccccc1NC(=O)CN1CCCN(Cc2cccc(Cl)c2)S1(=O)=O | / | 37%[activator] | 5%[59 µM] | 21% | -10% | 1% | -12% | -1% | -14%
COC(=O)Nc1[nH]ncc1[N+](=O)[O-] | 4% | -1% | -2% | 79%[activator] | 0% | 34% | 1% | -15% | -16%
COc1cccc(NC(=O)NCc2ccc(F)cc2)c1 | 2% | -18% | 6% | 38%[activator] | -2% | -1% | -11% | -4% | -9%
COc1ccc(-c2cc(C(=O)Nc3cc(C)n(Cc4ccc(Cl)cc4)n3)no2)cc1OC | 6% | -18% | -31%[59 µM] | -9% | -14% | 35% | 0% | -1% | -13%
CCC(NC(=O)c1ccccc1NC(=O)C(C)(C)C)C(=O)N1CCCC1 (centres undefined) | 3%[12.4 µM] | 11% | 27%[59 µM] | 92%[activator] | 3% | 20% | 9% | 11% | 0%
CC(C)Oc1ccc(C(=O)Nc2nc3ccccc3[nH]2)cc1 | 22% | -6% | 24% | 57%[activator] | -3% | 7% | -1% | 2% | -13%
CCCCCC(=O)Nc1nnn(CCC)n1 | 18% | -11% | -9% | 8% | -2% | 3% | 12% | ? | -9%
COc1cccc(C(=O)NCCS(=O)(=O)N2CCC(C)CC2)c1 | 9% | / | 35µM* | 22% | / | / | -4% | 6% | 0%
COc1ccc(C(=O)N2CCC(C(=O)Nc3ccccc3OC)CC2)cc1 | -1% | -4% | 5%[59 µM] | 6% | 1% | -13% | 0% | -5% | -6%

# Compounds from the list above that contain an aryl methoxy group (7):
canonical_smiles | APEX1 inh | Anesthetic bind | G9a block | POLI inh | BLM helicase inh | Pol beta inh | POLK inh | BAZ2B block | POLH inh
COc1cccc(NC(=O)CSc2ncc3c(n2)-c2ccc(Cl)cc2N(C)S3(=O)=O)c1 | / | -16% | -8%[59 µM] | 7% | -7% | 22% | 13% | -6% | -17%
COc1ccc(-c2nnn(Cc3ccccc3F)n2)cc1 | 13% | -13% | 14%[59 µM] | 1% | 0% | 0% | 0% | 85%[activator] | -11%
COc1ccc(S(=O)(=O)N2CCC(C(=O)NCCc3ccccc3)CC2)cc1OC | -3% | -5% | 15%[2.33 µM] | 1%[58.9 µM] | -2% | -9% | -4% | 0% | -20%
COc1cccc(NC(=O)NCc2ccc(F)cc2)c1 | 2% | -18% | 6% | 38%[activator] | -2% | -1% | -11% | -4% | -9%
COc1ccc(-c2cc(C(=O)Nc3cc(C)n(Cc4ccc(Cl)cc4)n3)no2)cc1OC | 6% | -18% | -31%[59 µM] | -9% | -14% | 35% | 0% | -1% | -13%
COc1cccc(C(=O)NCCS(=O)(=O)N2CCC(C)CC2)c1 | 9% | / | 35µM* | 22% | / | / | -4% | 6% | 0%
COc1ccc(C(=O)N2CCC(C(=O)Nc3ccccc3OC)CC2)cc1 | -1% | -4% | 5%[59 µM] | 6% | 1% | -13% | 0% | -5% | -6%

# Only part of the results is shown; count on the stated rates, not on these rows.
